hiPSC survival = enhancers of single-cell hiPSC survival, primary screen, ATPlite luminescence; 100% = ROCK inhibitor wells, 0% = DMSO; survival enhancement, % at 20 µM; 360,000 compounds, 0.044% hits; in the data active means survival enhancement above about 18%;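 further: cells exposed to compounds for 16 hours before the ATP read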
NR2E3 ag-1 = inhibitors of NR2E3-RetCOR corepressor binding, primary screen, NR2E3 agonist project, biochemical, TR-FRET, GST-NR2E3, biotin-RetCOR; Photoreceptor-specific nuclear receptor (Homo sapiens), Q9Y5X4; 1536-well; inhibition of corepressor binding, % at 4.78 µM; 320,000 compounds, 0.12% hits; AID 2300, 2010;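 active means percent inhibition above the cutoff of mean plus 3 SD of all tested compounds, set per screening campaign, cut at about 20% in these data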;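 further: 0% = DMSO wells and 100% = biotin wells as full block of FRET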
Target sequence (Q9Y5X4 whole entry, looked up): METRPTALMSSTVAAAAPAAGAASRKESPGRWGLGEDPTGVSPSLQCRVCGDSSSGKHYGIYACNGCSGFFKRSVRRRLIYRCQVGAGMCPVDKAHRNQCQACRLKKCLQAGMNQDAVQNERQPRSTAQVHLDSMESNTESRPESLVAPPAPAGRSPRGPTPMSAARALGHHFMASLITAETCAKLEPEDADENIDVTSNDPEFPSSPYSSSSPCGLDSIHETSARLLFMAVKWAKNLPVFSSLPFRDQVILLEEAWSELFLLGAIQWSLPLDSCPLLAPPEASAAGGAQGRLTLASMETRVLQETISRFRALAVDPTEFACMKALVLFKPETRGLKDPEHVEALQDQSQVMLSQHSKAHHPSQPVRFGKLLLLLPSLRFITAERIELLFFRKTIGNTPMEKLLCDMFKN
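System: GST-NR2E3 and biotin-RetCOR proteins; probe or stimulus: 7 nM biotin-RetCOR; doses: compound at 4.8 µM, single dose; schedule: Compound–protein incubation for 5 h at 4 °C; detection: time-resolved FRET; read-out: percent inhibition; controls: biotin wells as high control, 0.6% DMSO wells as low control; format: 1536-well plates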
LMP1 NFkB inh = EBV LMP1-driven NF-kappaB luciferase reporter inhibitors, primary screen, cell-based, luminescence, single point; AID 504558, 2011; inhibition, % at 12.5 µM; 350,000 compounds, 0.69% hits; LMP1-induced NF-kappaB luciferase reporter cells; in the data active means inhibition above about 41%; inconclusive means no clear call, values can overlap the other calls;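 further: 0% = neutral control wells and 100% = reference inhibitor control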
HIF-2a block = HIF-2a reporter inhibitors, primary screen, luminescence, 786-0 RCC cells | 786-0 RCC cells HIF-2a reporter, luciferase luminescence, overnight | 360,000 compounds, 0.72% hits | AID 624352, 2012 | inhibition, % at 18.8 µM;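 active means inhibition of the luminescence signal of 40% or more relative to plate controls, in a single-dose primary screen at 18.75 µM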
KKLEB tox = cytotoxicity in KKLEB CF airway cells, primary screen, cytotoxicity control for CF NF-kB inhibitor project, cell-based, uHTS, fluorescence assay plates; KKLEB CF airway cells viability, ATPlite luminescence, overnight; stronger effect = lower value; cells stimulated with P. aeruginosa culture filtrate; activity change (cytotoxicity), % at 5 µM; 360,000 compounds, 0.36% hits; AID 602141, 2011;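 active means corrected activity change at or below -50% at 5 µM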
C8 TRAIL sens = viability loss with TRAIL in NB7+C8 cells, primary screen, TRAIL sensitizer project, cell-based, ATPlite luminescence; inhibition (viability loss, TRAIL sensitization), % at 10 µM; AID 624354, 2012; 360,000 compounds, 1% hits;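 active means compounds causing at least 50% loss of cell viability in the single-dose screen, relative to plate controls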
TRPM1 prom inh = inhibitors of MITF-dependent TRPM1 promoter reporter, primary screen, cell-based, SK-MEL-5, single point, luciferase | AID 488899, 2010 | SK-MEL-5 TRPM1 promoter luciferase, 24 h | inhibition, % at 12.5 µM | 330,000 compounds, 0.83% hits;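 active means mean inhibition across replicates of 60% or more, whatever share of single replicates reaches that level; inconclusive means some that reach 60%, reason not given; inactive means mean inhibition across replicates below 60%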; further: values of inactives mirror those of a sister screen read the other way
Shn3 3UTR inh = reduction of Shn3 3'UTR firefly luciferase signal, primary screen, Schnurri-3 inhibitor project, cell-based, Clone20 osteoblasts, set 2; 360,000 compounds, 0.52% hits; Clone20 osteoblast Shn3 3'UTR firefly luciferase, 24 h; inhibition, % at 12.5 µM;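 active means mean inhibition of at least 75% with every replicate also reaching 75%; inconclusive means mean inhibition at least 75% but some replicate below; inactive means mean inhibition below 75%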;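 further: 0% = median of neutral control wells and 100% = pilot-screen positive control compound; some compounds past the cut are filed as inactive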
NR2E3 ag-2 = NR2E3 agonists in two-hybrid cells, primary screen, cell-based, luminescence, CHO-S, Gal4-NCOR/VP16-NR2E3; 360,000 compounds, 0.35% hits; Photoreceptor-specific nuclear receptor (Homo sapiens), Q9Y5X4; AID 602229, 2012; inhibition of corepressor binding, % at 3.98 µM; luciferase;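 active means inhibition above the mean of all tested compounds plus 3 SD, cut at about 70% in these data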;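 further: 0% = DMSO with NR2E3 transfected cells and 100% = cells lacking NR2E3 construct; higher means lower luciferase signal from less NR2E3 corepressor binding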
Peg3 prom inh = Peg3 promoter-driven luciferase inhibitors, primary screen, cell-based, HeLa, luciferase luminescence; HeLa PEG-Prom luciferase reporter, overnight; inhibition, % at 20 µM; 360,000 compounds, 1.7% hits; AID 588405, 2011;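 active means inhibition of at least 50% at 20 µM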
CF NFkB block = inhibitors of PAF-induced NF-kB signaling, primary screen, cell-based, GFP fluorescence, uHTS; 360,000 compounds, 0.86% hits; inhibition, % at 5 µM; KKLEB NF-kB-GFP reporter, GFP fluorescence overnight;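 active means at least 50% inhibition at 5 µM, scaled per plate between neutral and stimulator controls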;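 further: PAF is a Pseudomonas aeruginosa culture filtrate used as stimulus; plate controls were PAF-stimulated DMSO wells for no effect and unstimulated DMSO wells for full effect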
The depositor's hits bear a star; ? = inconclusive; . = no result given. Only part of the results is shown; count on the stated rates, not on these rows.

SMILES | hiPSC survival | NR2E3 ag-1 | LMP1 NFkB inh | HIF-2a block | KKLEB tox | C8 TRAIL sens | TRPM1 prom inh | Shn3 3UTR inh | NR2E3 ag-2 | Peg3 prom inh | CF NFkB block
O=c1c([N+](=O)[O-])c(O)c2ccccc2n1Cc1ccccc1 | 0.2 | 1.8 | -2.6 | 1.5 | 7.0 | -10.2 | -15.5 | -25.5 | -1.1 | 14.5 | 5.3
Cc1ccc(SCC(=O)N2CCN(c3ccc(F)cc3)CC2)cc1 | 0.1 | . | 6.1 | 8.4 | 4.1 | -1.9 | -0.2 | 2.8 | -3.8 | 8.8 | 17.3
CC(C)=CCSc1nnc(CCNC(=O)OC(C)(C)C)o1 | 1.6 | -1.3 | -7.1 | 7.6 | -0.8 | 8.3 | 0.0 | 28.6 | -3.4 | -3.9 | -0.3
O=C(COC(=O)c1ccc(S(=O)(=O)Nc2ccccc2)cc1)NCC1CCCO1 (configuration not stated) | -1.0 | 1.2 | 3.2 | 15.8 | 9.6 | 2.0 | 0.6 | -9.5 | -16.1 | 18.2 | -8.4
Cc1cccc(N2C(=O)CCC2=O)n1 | 0.5 | -2.3 | -0.8 | 9.1 | 5.6 | -3.3 | -21.6 | -19.5 | -9.9 | -5.7 | 9.7
Cc1cc(NC(=O)COc2ccccc2C#N)no1 | 1.6 | 3.6 | -11.5 | -198.5 | -1.3 | 15.7 | . | -28.3 | -74.2 | -261.0 | 16.9
CC(=O)Nc1ccc(OCC(O)Cn2ccnc2)cc1 (configuration not stated) | -0.3 | 5.9 | 9.5 | 16.2 | -34.9 | -2.7 | -0.3 | -12.9 | -37.5 | 9.7 | 4.3
CC(=O)C1=C(O)C(=O)N(c2cccc(Br)c2)C1c1ccc(Br)cc1 (configuration not stated) | -0.9 | 8.6 | 4.8 | 20.3 | -8.8 | -0.9 | -9.0 | -9.7 | 28.2 | 5.4 | -5.7
CCn1c(=N)c(C(=O)NCCCOC)cc2c(=O)n3cccc(C)c3nc21 | 0.2 | 2.2 | -1.4 | -0.3 | 6.2 | -6.2 | -21.3 | 17.4 | -19.1 | 12.1 | -26.6
Cc1ccc2c(CN3CCCc4ccccc43)cc(=O)oc2c1C | 0.2 | 0.1 | -26.1 | -47.8 | -7.2 | -1.5 | 8.4 | 2.4 | -37.5 | -16.5 | -8.8
Cc1ccsc1/C=N/Nc1nc2ccccc2[nH]1 | -2.3 | . | -21.7 | -246.2 | -0.8 | 6.7 | -44.8 | -74.2 | -122.0 | -246.2 | -30.2
CN(c1cccc(Cl)c1)S(=O)(=O)c1cccc(C(=O)NN2CCOCC2)c1 | -0.3 | 4.3 | -1.5 | 5.8 | 8.5 | -6.3 | -10.7 | 5.6 | -2.6 | 20.4 | -16.2
O=C(NCc1ccncc1)C(=O)NCC1OCCCN1S(=O)(=O)c1ccc(F)cc1 (configuration not stated) | -0.5 | 0.2 | 1.7 | 17.4 | -1.4 | 12.6 | -3.5 | 10.8 | 0.1 | 22.2 | 7.7
CC(C)c1ccc(NC(=S)NNC(=O)C2CC2)cc1 | 1.3 | -3.9 | -10.6 | -23.7 | -0.9 | 11.7 | -10.2 | -5.5 | -9.5 | -14.6 | -5.9
CCOC(=O)c1c(NC(C)=O)sc2c(O)c(Br)ccc12 | -0.9 | -1.3 | 11.8 | -0.9 | -1.7 | -11.1 | 2.7 | -16.8 | 17.6 | -9.6 | -38.9
CCCCn1c(=O)c(CCC(=O)OCC(=O)Nc2ccc(F)c(Cl)c2)nc2ccccc21 | 8.9 | 2.8 | -4.6 | 19.8 | 5.5 | -3.6 | -3.3 | -12.2 | 1.6 | 10.3 | 5.5
O=C(/C=C\c1ccco1)Oc1cccc2cccnc12 | -2.7 | -1.9 | -3.1 | 10.6 | -14.7 | -0.2 | 10.3 | 37.9 | -38.3 | -7.3 | -5.0
CCc1ccccc1NC1c2ccccc2C(=O)N1c1cc(C)ccn1 (configuration not stated) | -2.4 | 6.2 | 1.1 | -51.3 | -5.3 | 5.4 | . | 10.2 | -48.1 | 7.2 | -10.9
Cc1ccc(Cl)cc1NC(=O)c1cnn2c1NC(c1ccco1)CC2C(F)(F)F (configuration not stated) | -1.7 | 0.4 | -0.6 | -7.7 | -7.0 | -6.4 | 4.8 | 24.5 | -26.9 | 9.3 | -4.7
O=C1OC(c2ccccc2)=C/C1=C/c1cccs1 | 0.4 | 1.0 | -25.7 | -33.3 | 13.0 | -6.0 | -3.0 | -6.1 | 3.1 | -12.6 | -4.6
Cc1ccc(N2CC(C(=O)OCC(=O)c3ccc(C)c([N+](=O)[O-])c3)CC2=O)cc1 (configuration not stated) | -0.4 | -1.5 | 1.6 | 7.5 | 5.5 | -3.8 | 5.0 | -6.3 | -0.5 | 1.2 | -1.7
Cc1ccc(Cn2ncc3c(NN)ncnc32)cc1 | -0.5 | . | -8.4 | 12.2 | -0.3 | 19.0 | -2.2 | 2.4 | -5.0 | -4.9 | 2.7
CCNC(=O)CC1C(=O)N(c2ccccc2)C(=O)N1CCc1ccc(OC)cc1 (configuration not stated) | -2.6 | 1.0 | -7.4 | 1.9 | -6.1 | -23.0 | -6.8 | -7.1 | -10.0 | -1.7 | 0.1
O=C1CCCC2=C1C(c1ccncc1)c1c(nc(SCc3ccccc3)[nH]c1=O)N2 (configuration not stated) | 3.4 | -0.9 | -7.0 | 21.2 | 0.0 | 9.6 | 5.8 | 9.1 | -16.2 | 19.3 | -2.6
FC(F)(F)c1ccccc1Cc1c(-c2cccc(Br)c2)nc2c3ccccc3ccn12 | 3.1 | . | . | -164.2 | -16.2 | -0.1 | . | -11.3 | -45.1 | -142.8 | -34.9
Following part.
SMILES | hiPSC survival | NR2E3 ag-1 | LMP1 NFkB inh | HIF-2a block | KKLEB tox | C8 TRAIL sens | TRPM1 prom inh | Shn3 3UTR inh | NR2E3 ag-2 | Peg3 prom inh | CF NFkB block
Cc1cc(C)c(C)c(S(=O)(=O)NCC(=O)O)c1C | 1.2 | -0.3 | -2.9 | 6.7 | 6.4 | 21.0 | 11.4 | -3.0 | 5.8 | 4.2 | -8.1
CCNC(=S)NNC(=O)C1CCCCC1 | 0.0 | 1.5 | 3.5 | 11.5 | 3.1 | -6.2 | 6.5 | 1.0 | 11.6 | 3.2 | 11.0
CC(=O)Nc1ccc(N(CC(=O)NC2CCCC2)C(=O)CCC(=O)Nc2cc(C)on2)cc1 | -0.1 | 1.5 | 1.3 | 8.8 | 2.0 | -13.1 | -1.8 | 7.5 | -20.9 | 6.4 | -7.4
Cc1csc(N/N=C/c2ccccn2)n1 | -4.1 | -0.1 | ? | 1.4 | -22.7 | 72.5* | 46.1 | 48.0 | -124.5 | -16.4 | -6.7
Cc1cc(C)n(CC(=O)N/N=C/c2cc([N+](=O)[O-])ccc2O)n1 | -0.4 | 0.0 | 0.2 | 15.7 | 7.4 | 10.6 | 5.4 | 6.2 | -15.2 | 15.5 | 19.3
Cc1cc2c(cc1C)NC1(C[C@H]3CCC(=O)N4CC[C@@H](C1)[C@@H]34)C(=NC(C)(C)CC(C)(C)C)N2 (some centres not stated) | -1.2 | . | -2.6 | -40.8 | 4.8 | -15.4 | 10.4 | 11.8 | -30.3 | -1.4 | -20.1
FC(F)(F)c1cccc(Sc2nc(-c3ccccc3)nnc2C(F)(F)F)c1 | -4.9 | -0.1 | 5.5 | 44.5* | -0.9 | 51.0* | 35.4 | . | -5.3 | 36.3 | 9.7
O=C(/C=C/c1ccccc1)NC1CC2CCC1C2 (configuration not stated) | -0.8 | 1.4 | -14.0 | -178.2 | -2.2 | -13.2 | -67.1 | -14.7 | -91.0 | -158.7 | 21.1
COc1ccc(S(=O)(=O)Nc2ccc3c(c2)C(=O)N([C@H](C)CO)C[C@H](C)[C@@H](CN(C)S(C)(=O)=O)O3)cc1 | 1.7 | . | -7.1 | -0.8 | 6.3 | -3.8 | -2.2 | 0.8 | -16.9 | 0.4 | -5.1
CC1=C/C(=N\OS(=O)(=O)c2ccccc2)C(C(C)C)=CC1=O | -5.1 | -1.1 | 5.8 | 29.5 | 9.8 | -16.8 | 9.5 | 67.8 | -8.0 | 95.7* | 4.4
Cc1sc2nc(-c3ccccc3F)oc(=O)c2c1C | 1.4 | . | 1.3 | -22.4 | -1.9 | 7.3 | . | -17.4 | -22.2 | -25.4 | 3.3
COC(=O)CSc1nnc(-c2ccc(S(=O)(=O)N3CCCC3)cc2)o1 | -0.5 | -0.9 | -6.4 | 24.4 | -3.0 | 7.0 | -6.7 | 2.9 | 4.2 | 5.7 | 9.9
CC(O)[C@H](NC(=O)C1CCN(C(=O)[C@H](Cc2ccccc2)NC(=O)OC(C)(C)C)CC1)C(=O)O (some centres not stated) | 0.1 | . | 12.9 | 11.5 | 1.7 | -7.8 | -5.4 | 8.6 | 17.0 | 4.5 | 9.1
Cc1noc(/C=C/c2ccccc2F)c1S(=O)(=O)N1CCC(C(=O)N2CCN(C)CC2)CC1 | -0.2 | 0.8 | -6.2 | 7.2 | 0.9 | -8.3 | -12.4 | -8.4 | -12.6 | 4.1 | 4.6
FC(F)(F)c1ccccc1NC1=NCCC1 | 1.0 | 1.6 | -3.5 | 13.1 | 1.8 | 2.6 | -5.2 | 7.6 | 2.2 | -12.3 | 2.1
Cc1cc(C(=O)CSc2nnc(N)s2)c(C)n1Cc1ccco1 | 2.6 | -1.2 | -13.5 | -190.9 | -5.2 | 3.4 | -60.4 | -36.3 | -68.4 | -209.9 | -25.5

Three entries drawn at random from the list so far:
SMILES | hiPSC survival | NR2E3 ag-1 | LMP1 NFkB inh | HIF-2a block | KKLEB tox | C8 TRAIL sens | TRPM1 prom inh | Shn3 3UTR inh | NR2E3 ag-2 | Peg3 prom inh | CF NFkB block
Cc1cc(C)n(CC(=O)N/N=C/c2cc([N+](=O)[O-])ccc2O)n1 | -0.4 | 0.0 | 0.2 | 15.7 | 7.4 | 10.6 | 5.4 | 6.2 | -15.2 | 15.5 | 19.3
Cc1cc(C)c(C)c(S(=O)(=O)NCC(=O)O)c1C | 1.2 | -0.3 | -2.9 | 6.7 | 6.4 | 21.0 | 11.4 | -3.0 | 5.8 | 4.2 | -8.1
Cc1noc(/C=C/c2ccccc2F)c1S(=O)(=O)N1CCC(C(=O)N2CCN(C)CC2)CC1 | -0.2 | 0.8 | -6.2 | 7.2 | 0.9 | -8.3 | -12.4 | -8.4 | -12.6 | 4.1 | 4.6

Screens: PubChem, several laboratories
